NCI-60 one-dose screen, 48 h, at 10 µM unless noted. Numbers give growth in % (100 = growth as untreated, 0 = no growth, -100 = all killed).
SR – SR leukemia cells | actives 8.7% (n = 73,000) | AID 1794780
MDA-MB-231 – MDA-MB-231 breast cancer; actives 5% (n = 81,000); AID 1794789
MDA-MB-435 – MDA-MB-435 melanoma; actives 7.8% (n = 82,000)
MDA-MB-468 – MDA-MB-468 breast cancer | actives 8.5% (n = 78,000) | AID 2202374
MOLT-4 – MOLT-4 leukemia cells; actives 6.9% (n = 80,000)
K-562 – K-562 leukemia; actives 7.4% (n = 78,000)
RPMI-8226 – RPMI-8226 leukemia cells; actives 7.5% (n = 77,000); AID 1794781
MCF7 – MCF7 breast cancer | actives 6.3% (n = 82,000) | AID 1794796
Starred values were filed as active, the others as inactive; · = not tested or not shown; & = joins results of further samples. How the source made its calls: active means growth percent below 10; inactive means the rest.

SMILES	SR	MDA-MB-231	MDA-MB-435	MDA-MB-468	MOLT-4	K-562	RPMI-8226	MCF7
CCCCCCCCCCCCCCCCSC(=S)N1CCCCC1	92.1	122.3	111.6	110.5	115.3	113.5	98.4	107.6
O=S(=O)(NC(=S)Nc1ccccc1)c1ccc(NNc2c3ccccc3nc3ccccc23)cc1	83.2	76.6	98.8	57.7	64.8	78.2	62.4	88.4
Cc1ccc(S(=O)(=O)NCCCNc2nccc(-n3ccc4cccnc43)n2)cc1	105.4	98.5	106.1	85.7	100.9	100.4	·	103.4
Cc1cc(CSC(=N)N)c(CSC(=N)N)cc1C	140.0	86.0	101.9	·	120.1	118.8	117.0	96.9
Nc1ccc(-c2nnc(NS(=O)(=O)c3ccccc3)s2)cc1	94.4	113.9	105.8	101.6	98.8	106.4	94.6	96.4
COc1ccc(S(=O)(=O)Nc2cc(/C=C\c3cc(OC)c(OC)c(OC)c3)cc(OC)c2OC)cc1	9.7*	21.0	-26.3*	19.5	·	7.3*	10.2	·
CN1C(=O)/C(=C/c2ccc(C(=O)Nc3ncc(Cc4ccccc4Cl)s3)cc2)SC1=S	35.7	56.7	-18.5*	40.3	82.1	71.8	73.3	61.8
N#Cc1c(-c2ccc(F)cc2)nc(NNC(N)=S)nc1N1CCOCC1	91.5	97.8	97.8	88.9	89.0	88.8	99.1	91.0
CCCCCC/C=N/Nc1ccc([N+](=O)[O-])cc1[N+](=O)[O-]	94.0	84.9	118.5	·	88.4	79.7	104.5	94.8
CCN(CC)C(=O)COc1ccc(Cl)cc1C	92.6	97.3	110.1	86.4	95.1	106.0	91.4	103.7
C/C(CC(=O)NNc1ccc([N+](=O)[O-])cc1)=N\Nc1ccc([N+](=O)[O-])cc1	·	47.0	35.4	97.7	29.2	12.9	72.1	83.8
Cc1ccc(Oc2nc3ccccc3cc2-c2nnc(Cc3ccccc3)o2)cc1	·	61.5	90.6	95.7	58.8	24.2	62.4	39.7
CSc1nccnn1	21.9	112.7	102.7	106.4	87.3	104.8	90.6	90.4
C/C(=N\NC(=S)Nc1ccccc1)c1sc(Nc2cccc(Cl)c2)nc1C	67.5	80.3	94.5	97.8	77.7	65.7	77.9	76.9
CCN1C(=O)N(CC)C2C1NN=c1s/c(=C\c3cc4ccccc4[nH]3)c(=O)n12 (stereo not drawn)	22.8	14.7	-9.5*	-9.5*	11.1	9.1*	-32.1*	3.9*
N#C/C(=C\C=C\c1ccccc1)c1nc(-c2ccc(Cl)cc2)cs1	·	105.4	93.5	105.3	·	109.4	125.8	86.5
O=c1cc(-c2ccccc2)oc2ccc(O)cc12	82.3	102.7	96.2	·	85.9	87.4	100.5	104.7
CC1(C)CC(C#N)C(=O)O1 (stereo not drawn)	86.3	114.9	115.1	118.4	96.7	90.1	103.4	114.2
CN1Cc2c(cc(CN3CCCCC3)n2C)C(c2ccc(Br)cc2)C1 (stereo not drawn)	·	·	65.5	56.2	92.5	34.9	81.4	71.8
CCCCCCNC(=O)Oc1ccc(/C(=C(/C)Cc2ccc(OC)cc2)c2ccc(OCCN3CCOCC3)cc2)cc1	85.7	87.7	102.0	85.8	78.9	84.1	80.2	67.4
O=c1cc(/C=N\Nc2nc(-c3ccc(Cl)cc3)cs2)c2cc(Cl)ccc2o1	86.7	92.3	106.0	103.8	96.9	96.1	97.7	87.8
CC1=C(C(=O)Nc2ccc(F)cc2)C(c2ccc(F)cc2)C2=C(CC(C)(C)CC2=O)N1 (stereo not drawn)	·	97.5	88.7	72.0	99.0	91.8	99.4	87.0
S=C=NCC1CC2(Cl)CC1(Cl)C(Cl)=C2Cl (stereo not drawn)	67.4	100.1	109.3	104.6	95.5	90.7	56.7	84.9
CNC(=O)c1nc(Nc2ccc(NC(=O)Nc3ccc(Cl)c(C(F)(F)F)c3)cc2)c2ccccc2n1	95.3	68.9	107.4	132.9	99.9	94.1	101.0	99.9
CC1=NN(c2ccc(Cl)cc2)C(=O)C1	96.7	85.4	95.1	101.2	106.7	108.0	101.8	98.7
O=C1N(c2ccccc2)c2ccccc2[C@]12Oc1ccccc1[C@H]1CC(c3ccc(F)cc3)=NN12	·	69.8	90.6	57.6	56.4	65.0	47.3	58.2
Cc1ccc(C(=O)c2cnc(=S)[nH]c2-c2ccc(Br)cc2)cc1	97.0	110.4	106.5	114.5	96.0	77.7	111.1	110.9
COc1cc(/C=C(\C#N)C(=O)Nc2sc3c(c2C#N)CCC3)ccc1OCc1ccccc1	90.3	101.2	106.8	105.4	103.2	100.2	105.0	89.8
CCCCCCn1c(=N)n(CC(O)COc2cccc(C)c2)c2ccccc21 (stereo not drawn)	-28.5*	-70.7*	-77.3*	-68.7*	-3.4*	-2.6*	-24.8*	-51.6*
CCCCNC(=O)/C=C\C(=O)O	·	120.8	102.2	105.6	109.3	104.4	·	99.7

Nothing new here: an excerpt of the list.
SMILES	SR	MDA-MB-231	MDA-MB-435	MDA-MB-468	MOLT-4	K-562	RPMI-8226	MCF7
S=C=NCC1CC2(Cl)CC1(Cl)C(Cl)=C2Cl (stereo not drawn)	67.4	100.1	109.3	104.6	95.5	90.7	56.7	84.9
CNC(=O)c1nc(Nc2ccc(NC(=O)Nc3ccc(Cl)c(C(F)(F)F)c3)cc2)c2ccccc2n1	95.3	68.9	107.4	132.9	99.9	94.1	101.0	99.9
CC1=NN(c2ccc(Cl)cc2)C(=O)C1	96.7	85.4	95.1	101.2	106.7	108.0	101.8	98.7

(listing goes on)
SMILES	SR	MDA-MB-231	MDA-MB-435	MDA-MB-468	MOLT-4	K-562	RPMI-8226	MCF7
COc1ccc(-c2nc3cc(C(=O)NC4CCCCC4)ccc3n2C2CCCCC2)cc1	51.2	101.4	99.4	109.4	74.5	49.5	79.2	85.2
O=C(Cn1cc(CN2C(=O)c3ccc([N+](=O)[O-])cc3C2=O)nn1)Nc1ccc(Cl)cc1[N+](=O)[O-]	·	101.6	106.3	97.8	107.4	101.9	100.1	93.2
FC(F)(F)C1=NNC(c2ccc3ccccc3c2)=NN1	95.0	81.9	102.2	108.0	106.6	95.2	94.0	88.7
CC(C)OC(=O)/C=C/C(=O)OC(C)C	85.9	114.5	109.2	108.4	79.6	83.4	96.2	101.6
CCCCCCCCCCCCCC1=NCC[N+]1(CCO)Cc1ccccc1 (stereo not drawn)	-50.7*	-79.9*	-91.8*	-81.2*	-58.1*	-50.9*	-47.2*	-84.8*
COc1ccc(C(=O)CCN(C)C)c(OC)c1	·	·	99.4	82.0	91.9	89.2	77.0	72.6
COc1ccc(-c2nn(CC(=O)N3CCOCC3)c(N)c2C#N)cc1	99.0	106.3	103.0	103.5	102.2	97.9	106.0	93.2
O=[N+]([O-])c1ccc2c(c1)C(=Nc1ccccc1)c1ccccc1-2	89.5	92.9	103.0	90.4	83.0	74.4	89.9	97.0
c1n[nH]cc1-c1nc2ccc3[nH]ncc3c2c2c1CCCC2	-9.8*	49.1	1.9*	15.2	24.6	33.9	41.5	3.9*
COc1cc(-c2nn(C(C)(C)C)cc2-c2ccnc(NCCCNS(=O)(=O)c3cccc(F)c3)n2)ccc1F	27.7	87.5	57.1	50.6	47.6	24.5	68.5	71.8
O=C1/C(=C/c2coc3ccccc3c2=O)N=C(c2ccccc2)N1c1ccc(S(=O)(=O)Nc2nccs2)cc1	83.1	104.7	98.3	95.3	95.4	90.7	80.6	79.3
CC(C)C12NC(=O)NC(=O)N1CCS2 (stereo not drawn)	93.9	87.2	108.5	104.9	119.2	103.8	86.6	99.9
COc1ccc2[nH]c(=O)c(CSc3ccccc3Nc3nccc(-c4ccc5ccccc5c4)n3)cc2c1	83.9	97.6	93.9	92.4	74.3	84.4	77.8	82.1
Nc1ccc(C(=O)O)c(O)c1 (tested in a mixture with another compound)	·	96.7	105.2	104.5	93.1	101.3	99.4	·
O=C(OCC(O)C(O)C(O)C(O)COC(=O)c1ccccc1)c1ccccc1 (stereo not drawn)	103.0	·	105.6	99.0	114.9	121.2	104.0	98.6
O=C(O)c1ccccc1-c1nnc2c(Cc3ccccc3)nc3ccccc3n12	103.1	98.1	91.9	88.8	98.2	·	99.5	92.7
COc1cc(CNCCO)cc(OC)c1	105.8	107.1	105.1	96.5	107.1	104.2	106.0	98.4
Cc1ccc(-c2nc(NS(=O)(=O)c3ccccc3)nc(Nc3ccc(Cl)cc3)c2C#N)cc1	96.2	94.9	100.2	122.6	105.2	111.6	100.0	99.6
OCc1c(-c2ccccc2)nc2sccn12	103.2	109.1	114.5	·	117.4	123.1	110.7	103.0
Cc1nc2n[nH]c(N)c2c(C#N)c1C	86.7	87.7	108.1	114.9	88.0	98.8	92.7	106.0
COc1cc2c(cc1OC)C(=O)/C(=C/c1cccc(/C=C/c3ccc4ccc(Cl)cc4n3)c1)C2	63.3	44.1	52.4	45.8	79.0	37.0	58.6	45.7
CCCCNC(C)(C)C(SSSC(c1ccco1)C(C)(C)NCCCC)c1ccco1 (stereo not drawn)	92.5	100.9	93.3	82.0	92.5	80.9	90.3	85.4
O=C(Nc1ncccc1OCc1cn(Cc2ccc(Cl)cc2)nn1)c1ccccc1	46.1	88.2	99.2	91.5	95.7	95.7	96.9	92.7
COc1cc(C2N=C(SC)NC(C)=C2C(C)=O)ccc1O (stereo not drawn)	105.0	82.0	102.3	117.6	109.4	113.0	125.0	103.6
COc1ccc2c(c1)O/C(=C\c1ccc([N+](=O)[O-])s1)C2=O	12.1	37.4	51.7	-1.9*	10.7	-1.5*	1.6*	21.4
COC(=O)c1nc(=S)[nH]c(C(=O)OC)c1C(=O)C(C)(C)C	97.8	101.8	113.4	102.5	110.0	101.5	110.6	97.2
CCCC(C)C(=O)OC1CCCCC1 (stereo not drawn)	131.9	114.7	105.6	108.3	116.4	134.2	115.9	103.9
CC1=CC2C(=O)C(C)(O)C1C1C(C)(O)C(=O)C=CC21C (stereo not drawn)	84.9	115.2	107.5	105.8	88.4	93.8	102.0	103.2
CN[C@@H]1CCC[C@H](NCCCc2ccc(F)cc2)[C@H]1c1ccccc1Cl	58.7	68.2	93.2	69.8	77.6	44.5	71.6	93.3
O=C1Nc2ccccc2/C1=C/c1cccn1C(=O)c1ccc(Cl)s1	27.8	50.9	89.8	-16.5*	30.3	36.8	52.5	12.3

Profiles, quoted from the list:
`CCCC(C)C(=O)OC1CCCCC1` (stereo not drawn) is listed as SR: 131.9; MDA-MB-231: 114.7; MDA-MB-435: 105.6; MDA-MB-468: 108.3; MOLT-4: 116.4; K-562: 134.2; RPMI-8226: 115.9; MCF7: 103.9
`O=C(O)c1ccccc1-c1nnc2c(Cc3ccccc3)nc3ccccc3n12` is listed as SR: 103.1; MDA-MB-231: 98.1; MDA-MB-435: 91.9; MDA-MB-468: 88.8; MOLT-4: 98.2; K-562: ·; RPMI-8226: 99.5; MCF7: 92.7

Later entries.
SMILES	SR	MDA-MB-231	MDA-MB-435	MDA-MB-468	MOLT-4	K-562	RPMI-8226	MCF7
O=C(/C=C/c1cc2ccccc2[nH]c1=O)c1ccc(-c2ccccc2)cc1	36.6	94.2	87.1	117.2	57.5	76.3	·	85.2
CCN(CC)CCN(Cc1ccccc1)C(=O)C1c2ccccc2Oc2ccccc21	87.0	64.4	90.0	73.2	109.4	95.0	86.3	83.6
CC(=O)OCN(C)N=Nc1ccc([N+](=O)[O-])cc1	93.2	105.3	98.2	93.6	89.0	108.5	106.4	91.5
C#C[C@]1(O)CC[C@H]2[C@@H]3CC=C4c5sc(-c6ccc([N+](=O)[O-])cc6)nc5CC[C@]4(C)[C@H]3CC[C@@]21C	1.7*	-23.5*	26.7	-17.8*	10.0	5.3*	-10.7*	0.6*
O=C1OC(C(O)C(O)CO)C(O)C1O (stereo not drawn)	117.5&89.1	118.2&109.6	104.8&113.5	110.2&102.7	103.3&98.4	101.2&102.7	114.9&103.4	90.8&92.5
Cc1ccc(S(=O)(=O)NC2CCCCCCC2)cc1	91.2	123.7	100.3	98.7	94.4	86.0	101.3	103.8
CC(C)OC(=O)Nc1ccc(F)cc1	95.0	106.5	93.2	90.4	100.8	100.6	102.3	97.0
O=C1N(Cc2ccccc2)CC2(Br)COCOC12O (stereo not drawn)	103.8	102.5	116.8	105.8	93.3	104.6	101.5	97.1
CC(CO)Cc1ccc(C(C)(C)C)cc1 (stereo not drawn)	111.1	90.7	101.8	90.2	121.5	118.9	109.7	98.9
COc1cccc2cc(C(C)C(=O)OCc3cn(-c4cc5ccccc5oc4=O)nn3)ccc12 (stereo not drawn)	103.5	101.2	117.0	97.6	99.6	96.3	99.1	96.0
CCSc1nc(-c2ccco2)n2nc(-c3ccco3)cc2n1	93.0	88.1	111.0	-67.7*	118.3	116.1	52.8	22.6
CCN(CC)CCNC(=O)n1cc(-c2ccncc2)c(-c2ccc(Cl)c(OC)c2)n1	80.7	79.5	97.2	88.3	82.0	85.9	·	85.9
CCCC(=O)Oc1ccc(/C(=C(/C)Cc2ccc(OC)cc2)c2ccc(OCCCN(C)C)cc2)cc1	82.0	111.9	92.4	75.0	97.5	73.4	103.9	36.0
c1ccc([I+]c2ccccc2)cc1	·	87.6	68.9	15.2	62.9	42.2	46.7	64.0
Nc1ccc2cc(Br)c3ccccc3c2c1	57.5	·	66.0	4.2*	28.2	31.7	40.0	35.1
O=[N+]([O-])c1cccc(N=C(Nc2cccc([N+](=O)[O-])c2)c2ccccc2)c1	70.4	83.9	78.4	43.2	59.4	45.0	58.2	68.9

Screening data as filed in PubChem BioAssay.
